TCR CD3 inh: inhibitors of human TCR-CD3 interaction | TAMRA-labeled TCR probe fluorescence, biochemical | inhibition, % at 9.4 µM | 0.37% of 360,000 active; in the data active = inhibition above about 19%;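 also: recombinant mutant TCR 2C K166C tagged with TAMRA read by polarization; 0% = receptor in buffer alone and 100% = receptor with positive control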
ABHD4 inh: inhibits mouse alpha/beta hydrolase domain 4; purified mABHD4, FP-Rh probe fluorescence polarization; inhibition, % at 8.92 µM; 0.54% of 370,000 active; AID 720543;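 active = inhibition exceeding the mean over every tested compound plus 3 SD, cut at about 30% in these data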;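 also: 0% = plate median of compound wells and 100% = S159A mutant with DMSO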
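Assay system: mouse ABHD4 enzyme, wild type / Also added: fluorescent activity-based probe FP-Rh / Doses: single nominal dose of 8.92 µM, 0.89% DMSO final / Timing: 45 min compound pre-incubation plus 60 min probe step, 25 °C / Signal: FP readout, ex 525 nm / em 598 nm / Control set: S159A mutant/DMSO as 100%, compound-well median as 0%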
TDP2 inh: TDP2 (human) inhibition, absorbance primary screen | O95551 | recombinant TDP2, T5PNP hydrolysis, p-nitrophenol absorbance 415 nm | inhibition, % at 12.8 µM | 0.34% of 370,000 active;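 active = inhibition above the mean of all tested compounds plus 3 SD, set per campaign, cut at about 25% in these data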;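 also: 0% = DMSO with enzyme and 100% = buffer with substrate but no TDP2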
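Incubation: 2 h at 37 °C; Test system: recombinant human TDP2; Quantity: enzyme 120 nM; Read-out basis: percent inhibition; Medium: 50 mM Tris-HCl pH 7.5 with Mg2+, KCl, DTT, BSA; Repeats: single replicate; Compound: 12.8 µM single point, 1% DMSO; Signal: epi absorbance; Reagent: 5 mM T5PNP chromogenic substrate; Benchmarks: no-enzyme high, DMSO-plus-enzyme low.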
SIAE inh: inhibitors of human sialic acid acetylesterase SIAE; inhibition, % at 9.66 µM; SIAE FP-Rh probe binding, fluorescence polarization; Q9HAT2; 0.69% of 370,000 active; AID 1053197;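 active = inhibition above a cutoff: mean of compounds within the control limits plus 3 SD of those, cut at about 17% in these data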;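 also: 0% = plate median of compound wells and 100% = probe without SIAE protein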
PG9 binder: binds the HIV-1 gp120 antibody PG9. TR-FRET gp120-PG9 antibody binding. inhibition, % at 6.7 µM. 0.43% of 360,000 active; in the data active = inhibition above about 8.5%
LEDGF integ inh: blocks HIV-1 LEDGF/p75-dependent DNA integration; inhibition, % at 3.7 µM; TR-FRET IN-LEDGF/p75 DNA integration, Eu/Cy5; 0.64% of 370,000 active;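 active = inhibition above the screen-wide mean plus 3 SD, cut at about 13% in these data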;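 also: signal is the Cy5 over europium emission ratio at 671 and 618 nm; 0% = plate median of compound wells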
HTRA1 inh: HTRA1 (human) protease inhibition. Q92743. 0.5% of 340,000 active. inhibition, % at 5.96 µM. AID 504803. recombinant HTRA1, FP-rhodamine activity-based probe, fluorescence polarization; in the data active = inhibition above about 36%;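 also: 0% = enzyme with DMSO and 100% = wells lacking enzyme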
Target sequence (Q92743 whole entry, looked up): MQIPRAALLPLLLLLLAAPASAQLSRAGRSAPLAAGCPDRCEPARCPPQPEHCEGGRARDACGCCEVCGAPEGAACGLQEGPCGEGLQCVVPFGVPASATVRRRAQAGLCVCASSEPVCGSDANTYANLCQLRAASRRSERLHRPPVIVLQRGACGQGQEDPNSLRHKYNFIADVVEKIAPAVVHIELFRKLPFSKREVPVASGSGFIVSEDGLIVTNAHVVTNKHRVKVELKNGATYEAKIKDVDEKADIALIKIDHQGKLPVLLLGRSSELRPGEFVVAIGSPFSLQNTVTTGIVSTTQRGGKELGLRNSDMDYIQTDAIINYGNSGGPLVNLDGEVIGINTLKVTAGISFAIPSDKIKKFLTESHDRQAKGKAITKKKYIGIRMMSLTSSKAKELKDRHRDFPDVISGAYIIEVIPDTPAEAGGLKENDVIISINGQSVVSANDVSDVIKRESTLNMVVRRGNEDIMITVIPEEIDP
PRMT1 inh: blocks human protein arginine methyltransferase 1. Q99873. recombinant PRMT1, activity-based probe fluorescence polarization. inhibition, % at 2.79 µM. 1.3% of 370,000 active. AID 652257;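 active = inhibition above about 21% made by adding two undisclosed values, limit read from the data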
Tn7 DDE FP: DD(E)-Tn7 binding inhibition, primary FP screen. FP displacement of FITC-Tn7 peptide from fibrin DD(E); 0% = median of compound wells per plate. inhibition, % at 8.3 µM. 0.13% of 370,000 active;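 active = inhibition above the mean of compounds falling within the control limits plus 3 SD of them, cut at about 14% in these data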;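 also: 0% = plate median of compound wells and 100% = 10 µM Aha-Tn7 peptide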
Target sequence (P02675 whole entry, looked up): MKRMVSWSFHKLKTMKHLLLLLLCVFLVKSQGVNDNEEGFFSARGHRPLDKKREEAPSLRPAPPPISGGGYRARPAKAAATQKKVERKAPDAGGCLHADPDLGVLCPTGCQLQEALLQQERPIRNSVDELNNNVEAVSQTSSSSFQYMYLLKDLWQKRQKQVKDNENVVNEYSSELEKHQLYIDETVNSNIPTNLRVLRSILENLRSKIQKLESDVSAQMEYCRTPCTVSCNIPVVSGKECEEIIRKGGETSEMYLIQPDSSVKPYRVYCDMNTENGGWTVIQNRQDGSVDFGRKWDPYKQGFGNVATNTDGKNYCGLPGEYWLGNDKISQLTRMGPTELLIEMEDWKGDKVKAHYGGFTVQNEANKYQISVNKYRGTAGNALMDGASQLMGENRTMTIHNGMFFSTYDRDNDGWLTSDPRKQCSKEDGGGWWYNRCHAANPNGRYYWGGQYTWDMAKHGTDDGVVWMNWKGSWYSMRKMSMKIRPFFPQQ
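Assay system: human fibrin DD(E). Input: DD(E) 2 µM final. Medium: Tris buffer with calcium and detergent, pH 7.8. Compound dosing: single point at 8.3 µM. Timing: 10 min plus 3 h, room temperature. Technique: fluorescence polarization of the labelled Tn7 tracer. Read-out: percent inhibition. Replicates: singlicate testing.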
UHRF1 binding: UHRF1 methyl-DNA binding inhibition; UHRF1 binding to methylated oligo, TR-FRET; inhibition, % at 4.4 µM; 0.75% of 370,000 active; AID 687016; in the data active = inhibition above about 21%;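 also: UHRF1 SRA domain binding a hemimethylated CpG hairpin DNA probe; 0% = median of test compound wells and 100% = reference inhibitor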
Starred values were filed as active, the others as inactive; / = not tested or not shown. Compounds were not picked by outcome, and some 4.2% of all compounds hit somewhere here.

molecule	TCR CD3 inh	ABHD4 inh	TDP2 inh	SIAE inh	PG9 binder	LEDGF integ inh	HTRA1 inh	PRMT1 inh	Tn7 DDE FP	UHRF1 binding
CCC(=O)OCC(=O)Nc1cc(S(=O)(=O)N(C)C)ccc1Cl	-2	1	2	-3	1.5	-3	-1	0	5	-2
CN1CC(=O)NC1=NC(=O)c1cc(F)c(F)cc1Cl	5	0	1	4	-0.6	0	-2	-4	-4	-1
Cn1cnc(S(=O)(=O)N2CCCCC2c2cc(C(=O)Nc3ccc(F)c(Cl)c3)no2)c1 (centres undefined)	2	3	-5	-1	2.6	-2	/	3	1	-1
Cc1ccc2nc(-c3ccsc3)c(NC3CCCC3)n2c1	0	3	-3	6	-0.3	-2	-7	7	-1	0
Cc1ccc(S(=O)(=O)N2CCC3(CC2)OCCO3)c(C)c1	-4	-2	-16	-1	-1.8	-1	1	1	4	1
CCCCCCC(NC(=O)Cc1ccc2ccccc2c1)C(=O)O (centres undefined)	1	0	3	6	-1.1	2	-1	-3	1	-2
COC[C@@H]1CCCN1c1ccc2c(c1)O[C@@H](COCc1ccccc1)CN([C@H](C)c1ccccc1)S2(=O)=O	-8	-13	3	0	-0.9	0	/	4	3	3
O=C(CSc1nnc(-c2ccco2)n1CC1CCCO1)c1ccccc1 (centres undefined)	-7	4	6	4	-1.4	0	-8	6	2	0
COc1ccc(-c2cc(C(=O)N3CCc4ccccc4C3)no2)cc1OC	-4	-4	9	-1	0.9	-2	-18	-1	2	-2
CCN(CC)S(=O)(=O)c1ccc(-c2nnc(SCC(=O)c3ccc(OC)cc3)o2)cc1	-6	-3	-7	-6	0.2	-3	-8	2	1	2
CCNC(=O)C1(C)CCCN(CCOc2ccc(OC)cc2)C1 (centres undefined)	7	2	8	1	1.0	-5	/	-1	0	0
CCOC(=O)C1CCN(C(=O)Nc2ccc3nc(C)c(C)nc3c2)CC1	2	2	-8	-3	-0.2	2	-3	-2	-1	-2
COC(=O)c1ccccc1S(=O)(=O)NNC(=O)c1ccccc1-n1cccc1	-3	7	-8	11	-0.8	1	6	1	6	0
COc1ccc2nc(NC(=O)Cc3cccs3)sc2c1	0	-2	-20	-3	0.3	-10	-20	3	0	3
CCc1cc(=O)oc2cc(OCC(=O)NCc3ccccn3)ccc12	6	-1	4	2	-0.1	1	7	-3	8	-2
COc1ccc(C2C(C#N)=C(C)NC3=C2S(=O)(=O)c2ccccc23)cc1 (centres undefined)	-1	3	-9	2	-1.4	3	-31	-1	2	3
O=C(c1ccco1)c1cn(CC(=O)N2CCCC2)c2ccccc12	5	-6	1	-1	-0.7	-7	2	2	-10	-2
Cc1cc(=O)n2[nH]c(-c3ccco3)nc2n1	-2	1	1	0	0.5	0	8	-5	1	2
O=C(Nc1ccc(S(=O)(=O)N2CCOCC2)cc1)c1cccc(Br)c1	15	-7	7	-6	-1.9	3	-25	-1	-7	-2
CN(CC(=O)NCC1CCCO1)S(=O)(=O)c1ccc2ccccc2c1 (centres undefined)	-4	-2	-1	-1	0.9	-4	1	0	10	0
CC(OC(=O)C1CC=CCC1C(N)=O)C(Cl)=C(Cl)Cl (centres undefined)	2	5	15	3	1.4	0	5	9	5	-2
COc1cc(CC(NC(C)=O)C(=O)NC2CCN(C(=O)Nc3ccccc3C)CC2)cc(OC)c1 (centres undefined)	-8	7	-15	4	0.9	4	6	-3	-7	2
COc1ccc(N(CC(=O)N2CCN(c3ccc(Cl)cc3)CC2)S(=O)(=O)c2c(C)n[nH]c2C)cc1	2	-3	-12	-8	0.3	5	-11	-2	-11	2
COCCNC(=S)N(CCc1c(C)[nH]c2ccc(F)cc12)Cc1cccnc1	5	2	-11	1	0.4	-3	-12	-3	-1	-1
CSc1ncccc1-c1nc2ccccc2[nH]1	-5	3	3	1	-0.6	3	-3	0	-5	0
COc1ccccc1C(=O)NCCC(=O)Nc1ccc(S(=O)(=O)N2CCC(C)CC2)cc1	-7	0	6	6	-1.1	-5	-12	3	5	-1
O=C1Nc2cccnc2Sc2ccccc21	0	5	13	9	-0.4	-2	5	0	1	-2
COc1ccc(NC(=O)C2CC(=O)N(c3cccc(C)c3C)C2)cc1 (centres undefined)	4	-4	3	2	-1.0	-2	2	-4	1	-1
c1ccc(Cn2nnc3c(N4CCCCCC4)ncnc32)cc1	-8	-5	-9	10	0.2	2	-6	5	2	4
Cc1onc(-c2ccccc2)c1C(=O)Nc1sccc1C#N	-10	-1	-18	-20	-1.8	-4	-20	0	7	-1
O=C(CN1CCN(c2ccccc2O)CC1)Nc1ccc2c(c1)CCC2	0	10	4	5	-1.3	-2	-8	3	-8	-4
CC(=O)c1cnc2cc(-c3ccc(C)cc3)nn2c1C	5	-1	-10	-5	-0.7	-1	-2	-3	-4	-3
Clc1ccccc1C(c1nnnn1Cc1ccco1)N1CCN(Cc2ccco2)CC1 (centres undefined)	-4	-8	-13	0	0.2	8	-6	8	-5	5
Brc1ccc(-c2noc3c2-c2nc(-c4ccccc4)sc2CC3)cc1	1	-4	-7	0	0.4	-4	3	2	2	2
Cc1ccc(CN2CCN(/N=C/c3cc([N+](=O)[O-])ccc3Cl)CC2)cc1	-4	3	9	4	-1.1	4	1	0	-10	-1
O=C(c1ccccn1)N(c1ccccc1)C1(C(=O)NC2CCCCC2)CCCCC1	1	-1	-13	4	-2.5	-7	-3	4	9	1
CCN(CCn1cccn1)C(=O)CC1C(=O)NCCN1Cc1cc(OC)cc(OC)c1 (centres undefined)	10	-3	5	1	-0.2	-2	0	-3	1	-1
COc1ccc(-n2c3c(cc(C#N)c2=O)C(=O)CCC3)cc1	3	12	-3	-4	0.7	1	6	-1	-2	-1
COc1ccc(C)cc1S(=O)(=O)N(C)CC(=O)NC1CCCCC1	4	-7	-8	-4	-3.5	7	5	0	-7	2
C/C(=N\N1CCN(c2ccc(Cl)cc2)CC1)c1cccs1	-2	2	7	3	-0.4	0	4	-3	3	-4
Cc1cccc2[nH]c(-c3ccc(NC(=O)c4ccco4)cc3)nc12	3	-12	8	-31	-3.1	6	-37	-1	-2	20
S=C1NCCOCCOCCOCCNC(=S)NCCOCCOCCOCCN1	2	4	-3	0	-4.2	3	0	-3	-3	1
CCOC(=O)[C@@H]1[C@H]2COc3ccc(Br)cc3[C@@H]2N2C(=O)N(c3ccc(F)cc3)C(=O)[C@]12C	2	6	-7	1	0.4	0	-12	-2	4	-2
CCOC(=O)C1(Cc2cccc(Cl)c2)CCCN(C(=O)CCOC)C1 (centres undefined)	-3	4	2	5	2.2	-6	1	4	9	0
Cc1ccccc1-n1c(C)nnc1SCc1nc2ccccc2s1	-11	0	5	-3	1.2	1	-9	2	3	4

2 compounds drawn at random from those above:
molecule	TCR CD3 inh	ABHD4 inh	TDP2 inh	SIAE inh	PG9 binder	LEDGF integ inh	HTRA1 inh	PRMT1 inh	Tn7 DDE FP	UHRF1 binding
COC[C@@H]1CCCN1c1ccc2c(c1)O[C@@H](COCc1ccccc1)CN([C@H](C)c1ccccc1)S2(=O)=O	-8	-13	3	0	-0.9	0	/	4	3	3
O=C(Nc1ccc(S(=O)(=O)N2CCOCC2)cc1)c1cccc(Br)c1	15	-7	7	-6	-1.9	3	-25	-1	-7	-2

The results go on.
molecule	TCR CD3 inh	ABHD4 inh	TDP2 inh	SIAE inh	PG9 binder	LEDGF integ inh	HTRA1 inh	PRMT1 inh	Tn7 DDE FP	UHRF1 binding
O=C(NN=C1CCCCCC1)c1ccc2c(c1)OCO2	-2	2	0	10	-3.2	3	-1	0	-5	0
O=C(Cc1ccc(Cl)cc1)Nc1ccc(-c2cc3ccccc3oc2=O)c(Cl)c1	-4	-35	-4	-88	-0.2	0	-74	0	2	-1
CCN(C(=O)CSc1ncn[nH]1)C1CCCCC1	-1	5	1	0	1.6	-5	3	0	8	5
CCOc1ccccc1NC(=O)CN1C(=O)COc2ccc(Cl)cc21	6	-1	-1	-6	-1.6	3	2	-5	-1	1
CCOc1cc(/C=N/NC(=O)C(O)(c2ccccc2)c2ccccc2)ccc1OC(=O)c1ccco1	-4	-41	-7	-52	1.0	-5	-19	-1	3	-2
Cc1cccc(N(C(=O)CNC(=O)c2ccco2)C(C(=O)NC2CCCC2)c2cccnc2)c1 (centres undefined)	-7	3	-4	1	-1.8	-2	3	5	-4	1
COc1ccc(NC(=O)c2cnc(SC)nc2)cc1	-8	-6	-10	-6	-1.3	-5	1	3	1	7
COc1ccc(-c2ccnc3nc(N4CCN(c5ccccc5)CC4)nn23)cc1	8	-4	3	-1	1.4	-1	-5	2	6	-2
Cc1c(OCC(=O)N(C)C)ccc2c3c(c(=O)oc12)CCCCC3	4	0	-4	-6	-1.9	-1	-5	-3	0	-1
O=C(c1ccc([N+](=O)[O-])c(CS(=O)(=O)c2ccc(Cl)cc2)c1)N1CCCCC1	-2	6	-3	-2	0.5	4	-1	-3	-5	1
CN(CC(=O)Nc1ccccc1Br)C(=O)COc1ccc2ccccc2c1	-3	-4	1	3	0.6	-4	-8	7	1	17

High-throughput results (PubChem)
